TNAP inh noacc: inhibitors of human TNAP without phosphate acceptor; P05186; purified TNAP, CDP-star luminescence, 30 min; inhibition, % at 20 µM; 200,000 tested, 0.26% active; AID 1012;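 active = tissue-nonspecific alkaline phosphatase inhibition above about 50% at 20 µM in the single-dose screen, limit read from the data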;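 also: 0% = DMSO negative control and 100% = EDTA positive control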
Target sequence (P05186 whole entry, looked up): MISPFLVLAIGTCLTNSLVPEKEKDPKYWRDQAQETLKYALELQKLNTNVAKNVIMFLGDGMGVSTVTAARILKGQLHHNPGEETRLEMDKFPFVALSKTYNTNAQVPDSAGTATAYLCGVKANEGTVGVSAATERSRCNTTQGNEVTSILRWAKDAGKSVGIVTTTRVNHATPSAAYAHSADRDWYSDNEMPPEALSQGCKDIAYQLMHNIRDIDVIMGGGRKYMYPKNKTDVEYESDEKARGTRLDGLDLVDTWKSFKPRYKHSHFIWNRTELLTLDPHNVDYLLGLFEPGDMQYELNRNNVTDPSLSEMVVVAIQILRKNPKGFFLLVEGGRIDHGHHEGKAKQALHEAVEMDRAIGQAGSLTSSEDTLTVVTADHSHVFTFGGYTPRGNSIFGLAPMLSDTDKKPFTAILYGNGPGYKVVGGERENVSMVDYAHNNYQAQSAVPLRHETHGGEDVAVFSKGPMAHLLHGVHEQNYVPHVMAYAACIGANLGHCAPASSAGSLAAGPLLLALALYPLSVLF
HMGR II inh: blocks class II HMG-CoA reductase of Enterococcus faecalis; purified E. faecalis HMGR, NADPH absorbance 340 nm kinetic; inhibition, % at 10 µM; 190,000 tested, 0.41% active; AID 1066;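 active = inhibition above a set limit, the median over all tested compounds plus 3 SD, cut at about 9.5% in these data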;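 also: enzyme runs in reverse so mevalonate oxidation gives rising NADPH absorbance; 0% = complete reaction with DMSO and 100% = background rate lacking mevalonate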
PPARg SRC3 recr: agonists of human PPARgamma SRC-3 coactivator recruitment | AID 731 | biochemical PPARgamma/SRC-3 coactivator recruitment assay | 200,000 tested, 0.26% active | P37231 | activation, % at 8 µM; in the data active = activation above about 23%;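 also: 0% = DMSO and 100% = reference agonist; some compounds past the cut are filed as inactive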
Target sequence (P37231 whole entry, looked up): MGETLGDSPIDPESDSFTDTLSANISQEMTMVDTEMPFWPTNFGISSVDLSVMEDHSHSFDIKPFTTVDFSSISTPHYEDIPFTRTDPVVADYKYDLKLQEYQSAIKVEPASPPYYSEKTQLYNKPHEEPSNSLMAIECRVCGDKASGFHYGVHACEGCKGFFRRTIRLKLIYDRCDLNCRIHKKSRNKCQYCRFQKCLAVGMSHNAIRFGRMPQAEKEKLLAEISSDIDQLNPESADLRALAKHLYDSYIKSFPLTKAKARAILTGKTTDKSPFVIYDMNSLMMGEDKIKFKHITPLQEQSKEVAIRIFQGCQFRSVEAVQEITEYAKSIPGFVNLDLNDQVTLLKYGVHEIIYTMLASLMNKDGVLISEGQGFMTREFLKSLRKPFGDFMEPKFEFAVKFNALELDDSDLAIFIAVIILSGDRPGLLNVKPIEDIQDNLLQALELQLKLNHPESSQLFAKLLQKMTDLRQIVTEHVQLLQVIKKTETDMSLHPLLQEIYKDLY
TNAP inh hiacc: blocks human TNAP under high phosphate acceptor concentration. purified TNAP, CDP-star luminescence, 1 M DEA. 200,000 tested, 0.03% active. inhibition, % at 20 µM;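 active = over 50% inhibition of tissue-nonspecific alkaline phosphatase at 20 µM in the single-dose screen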;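 also: plate controls were DMSO wells for no effect and EDTA-quenched wells as full inhibition for full effect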
bIAP inhibitor: intestinal alkaline phosphatase (bovine) inhibition; purified bovine IAP, CDP-star luminescence, 30 min; inhibition, % at 20 µM; 190,000 tested, under 10 active; AID 1019;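 active = over 50% inhibition of intestinal alkaline phosphatase at 20 µM in the single-dose screen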
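Assay system: bovine IAP enzyme; medium: DEA buffer 100 mM, pH 9.8, with MgCl2 1.0 mM, ZnCl2 0.02 mM; doses: 20 µM single dose; incubation: enzyme reaction for 30 min at room temperature; detection: CDP-star luminescence signal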
PPARg SRC1 recr: promotes SRC-1 coactivator recruitment by human PPARgamma; P37231; PPARgamma-SRC-1 coactivator recruitment biochemical assay; activation, % at 8 µM; 200,000 tested, 0.41% active; AID 631; in the data active = activation above about 19%;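 also: 0% = DMSO and 100% = reference agonist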
bIAP activator: increases bovine intestinal alkaline phosphatase activity; 200,000 tested, 0.17% active; activation factor at 20 µM; purified bovine IAP, CDP-star luminescence, 30 min; hits give high values; fold of DMSO-control signal, blank-subtracted; AID 1016;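 active = activation factor of 2 or more at 20 µM, a signal rise over negative controls twice the positive control's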
PPARg SRC2 recr: PPARgamma-driven SRC-2 recruitment agonism; AID 1032; 200,000 tested, 0.34% active; PPARgamma LBD-SRC-2 recruitment, biochemical; activation, % at 8 µM; P37231; in the data active = activation above about 22%;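 also: 0% = vehicle and 100% = reference agonist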
TNAP act hi DEA: TNAP (human) activation, high acceptor. AID 1136. purified TNAP, CDP-star luminescence, 1 M DEA, 30 min; hits give high values; 0 = EDTA background, 1 = DMSO-only activity. 200,000 tested, under 10 active. activation factor at 20 µM;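 active = activation factor at least 2 at 20 µM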
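system = human TNAP | amount = enzyme diluted 1/800 final | reagent = 100 µM CDP-star substrate | signal = luminescent substrate turnover signal | dosing = one dose, 20 µM | benchmarks = EDTA negative control, DMSO positive control | measure = activation factor | timing = 30 min reaction, room temperature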
SRC2 TRFRET art: TR-FRET artefact, counter-screen to PPARgamma/SRC-2 agonist assay; hits give high values; TR-FRET ratio at 8 µM; 200,000 tested, 0.4% active; in the data active = TR-FRET ratio above about 2000; also: inactives centre near 1500
Starred values were filed as active, the others as inactive.

`c1ccc(Cc2nnc3sc(-c4ccc5c(c4)OCCO5)nn23)cc1` gave TNAP inh noacc -12.5, HMGR II inh -2.4, PPARg SRC3 recr 3.5, TNAP inh hiacc -4.3, bIAP inhibitor 25.5, PPARg SRC1 recr 0.1, bIAP activator 0.7, PPARg SRC2 recr 5.8, TNAP act hi DEA 1 and SRC2 TRFRET art 1610.
Screening CCn1c2ccccc2c2cc(N=C3SC(CC(=O)Nc4ccccc4OC)C(=O)N3C)ccc21 (stereo not drawn) returned TNAP inh noacc -5.2, HMGR II inh 5.1, PPARg SRC3 recr 0.9, TNAP inh hiacc -1.7, bIAP inhibitor 4.7, PPARg SRC1 recr -0.4, bIAP activator 1, PPARg SRC2 recr 4.7, TNAP act hi DEA 1 and SRC2 TRFRET art 1412.
CCOCCCNC(=S)N(Cc1ccccc1)Cc1nc2ccccc2c(=O)[nH]1 was read as TNAP inh noacc -8.4, HMGR II inh -2.0, PPARg SRC3 recr -1.0, TNAP inh hiacc -3.8, bIAP inhibitor 2.6, PPARg SRC1 recr 2.7, bIAP activator 1, PPARg SRC2 recr 1.0, TNAP act hi DEA 1 and SRC2 TRFRET art 1498.
CCOc1cc(C(=O)N/N=C/C2CC=CCC2)cc(OCC)c1OCC (stereo not drawn) was read as TNAP inh noacc -6.1, HMGR II inh -0.4, PPARg SRC3 recr 6.7, TNAP inh hiacc -3.3, bIAP inhibitor 17.2, PPARg SRC1 recr 2.6, bIAP activator 0.8, PPARg SRC2 recr -0.6, TNAP act hi DEA 1 and SRC2 TRFRET art 1764.
`CCCCOC(=O)Cn1c(-c2ccccc2)nc2ccccc2c1=O` gave TNAP inh noacc -8.7, HMGR II inh -2.8, PPARg SRC3 recr 3.2, TNAP inh hiacc -4.2, bIAP inhibitor 0.5, PPARg SRC1 recr -5.2, bIAP activator 1, PPARg SRC2 recr 14.5, TNAP act hi DEA 1 and SRC2 TRFRET art 1555.
`CC1CCN(C(=O)CSc2nnc(-c3cccnc3)n2C2CCCCC2)CC1` gave TNAP inh noacc -3.9, HMGR II inh -1.0, PPARg SRC3 recr 9.5, TNAP inh hiacc 1.8, bIAP inhibitor -7.7, PPARg SRC1 recr 10.0, bIAP activator 1.1, PPARg SRC2 recr 10.0, TNAP act hi DEA 1 and SRC2 TRFRET art 1653.
Screening Cc1[nH][nH]c(=O)c1C(c1c(C)[nH][nH]c1=O)c1cn(Cc2ccc(F)cc2)c2ccccc12 returned TNAP inh noacc -8.8, HMGR II inh 52.6*, PPARg SRC3 recr 6.0, TNAP inh hiacc 23.2, bIAP inhibitor 2.8, PPARg SRC1 recr -1.3, bIAP activator 1, PPARg SRC2 recr -5.1, TNAP act hi DEA 0.8 and SRC2 TRFRET art 1469.
Screening CC(C)c1[nH]nc2c1C(Cc1ccccc1)C(C#N)=C(N)O2 (stereo not drawn) returned TNAP inh noacc -6.4, HMGR II inh -3.7, PPARg SRC3 recr -7.4, TNAP inh hiacc -5.2, bIAP inhibitor -12.7, PPARg SRC1 recr 19.3*, bIAP activator 1.1, PPARg SRC2 recr 8.2, TNAP act hi DEA 1.1 and SRC2 TRFRET art 1603.
Screening O=C(CCn1c(=O)oc2ccccc21)Nc1cccc(Cl)c1 returned TNAP inh noacc -2.7, HMGR II inh -0.3, PPARg SRC3 recr 1.8, TNAP inh hiacc -0.2, bIAP inhibitor 19.6, PPARg SRC1 recr 6.8, bIAP activator 0.8, PPARg SRC2 recr 0.8, TNAP act hi DEA 1 and SRC2 TRFRET art 1746.
Screening CC(=O)Nc1ccc(CN2CCCC(C(=O)c3cccc(C(F)(F)F)c3)C2)cc1 (stereo not drawn) returned TNAP inh noacc -3.0, HMGR II inh -0.5, PPARg SRC3 recr -3.6, TNAP inh hiacc -4.4, bIAP inhibitor -22.9, PPARg SRC1 recr -5.2, bIAP activator 1.2, PPARg SRC2 recr -1.6, TNAP act hi DEA 1 and SRC2 TRFRET art 1490.
NNC(=O)Cn1cnc2ccccc21 was read as TNAP inh noacc -3.3, HMGR II inh 3.2, PPARg SRC3 recr 1.7, TNAP inh hiacc -0.5, bIAP inhibitor -8.9, PPARg SRC1 recr 10.1, bIAP activator 1.1, PPARg SRC2 recr 0.7, TNAP act hi DEA 1 and SRC2 TRFRET art 1539.
COc1nn(-c2nc(-c3ccccc3)cc(C(F)(F)F)n2)cc1[N+](=O)[O-] was read as TNAP inh noacc -1.7, HMGR II inh -7.3, PPARg SRC3 recr 1.0, TNAP inh hiacc 4.5, bIAP inhibitor -1.0, PPARg SRC1 recr -1.2, bIAP activator 1, PPARg SRC2 recr 1.6, TNAP act hi DEA 1 and SRC2 TRFRET art 1689.
COc1cc(CN2CCNC(=O)C2CC(=O)N2CCc3ccccc3C2)cc(OC)c1 (stereo not drawn) was read as TNAP inh noacc -9.9, HMGR II inh -8.8, PPARg SRC3 recr -0.3, TNAP inh hiacc -4.6, bIAP inhibitor 2.8, PPARg SRC1 recr -6.8, bIAP activator 1, PPARg SRC2 recr -1.8, TNAP act hi DEA 1 and SRC2 TRFRET art 1520.
For CCOc1ccc(C(=O)/C=C/c2cn(CN3CCN(C)CC3)c3ccccc23)cc1 the results were TNAP inh noacc -0.6, HMGR II inh 0.7, PPARg SRC3 recr -0.5, TNAP inh hiacc 3.4, bIAP inhibitor 9.9, PPARg SRC1 recr 4.1, bIAP activator 0.9, PPARg SRC2 recr -5.9, TNAP act hi DEA 1 and SRC2 TRFRET art 1495.
For CCN(CC)C(=O)COc1ccc(C=O)cc1OC the results were TNAP inh noacc -4.5, HMGR II inh -1.9, PPARg SRC3 recr -2.5, TNAP inh hiacc -1.8, bIAP inhibitor -8.5, PPARg SRC1 recr 7.1, bIAP activator 1.1, PPARg SRC2 recr -5.6, TNAP act hi DEA 1 and SRC2 TRFRET art 1310.
Screening O=C(Cc1ccc(F)cc1)NCCc1ccc(F)cc1 returned TNAP inh noacc -10.1, HMGR II inh 2.5, PPARg SRC3 recr -7.5, TNAP inh hiacc -10.0, bIAP inhibitor -3.9, PPARg SRC1 recr -2.2, bIAP activator 1, PPARg SRC2 recr -1.7, TNAP act hi DEA 1.1 and SRC2 TRFRET art 1476.
`COc1ccc(C(=O)Nc2cccc(-c3cnc4ccccc4n3)c2)cc1` gave TNAP inh noacc -4.8, HMGR II inh -1.5, PPARg SRC3 recr 0.5, TNAP inh hiacc -5.8, bIAP inhibitor 7.4, PPARg SRC1 recr 8.5, bIAP activator 0.9, PPARg SRC2 recr 8.3, TNAP act hi DEA 1.1 and SRC2 TRFRET art 1478.
`O=C(NCc1ccco1)c1cc(-c2ccc(Cl)cc2)on1` gave TNAP inh noacc -9.2, HMGR II inh -1.9, PPARg SRC3 recr -7.8, TNAP inh hiacc -6.5, bIAP inhibitor 1.5, PPARg SRC1 recr 2.5, bIAP activator 1, PPARg SRC2 recr -5.9, TNAP act hi DEA 1.1 and SRC2 TRFRET art 1570.
`Cc1ccc(O)c(C2=Nc3ccccc3C2(C)C)c1` gave TNAP inh noacc -10.5, HMGR II inh 1.4, PPARg SRC3 recr -2.4, TNAP inh hiacc 4.0, bIAP inhibitor -18.7, PPARg SRC1 recr 2.4, bIAP activator 1.2, PPARg SRC2 recr 4.2, TNAP act hi DEA 1 and SRC2 TRFRET art 1893.
For CC(=O)Nc1ccc2nc(-c3ccco3)[nH]c2c1 the results were TNAP inh noacc -4.9, HMGR II inh 4.5, PPARg SRC3 recr 4.7, TNAP inh hiacc -2.4, bIAP inhibitor -14.5, PPARg SRC1 recr 5.4, bIAP activator 1.1, PPARg SRC2 recr 4.0, TNAP act hi DEA 1 and SRC2 TRFRET art 1492.
For O=C1c2cc(S(=O)(=O)NCCO)ccc2-c2ccc(S(=O)(=O)NCCO)cc21 the results were TNAP inh noacc -7.4, HMGR II inh -0.7, PPARg SRC3 recr 6.8, TNAP inh hiacc -5.0, bIAP inhibitor -28.4, PPARg SRC1 recr 5.1, bIAP activator 1.3, PPARg SRC2 recr 8.7, TNAP act hi DEA 1.1 and SRC2 TRFRET art 1621.
COc1cccc(OC)c1OCCN(C)C was read as TNAP inh noacc -13.8, HMGR II inh -4.6, PPARg SRC3 recr -6.8, TNAP inh hiacc -9.8, bIAP inhibitor -7.8, PPARg SRC1 recr 1.0, bIAP activator 1.1, PPARg SRC2 recr -6.9, TNAP act hi DEA 1.1 and SRC2 TRFRET art 1476.
Screening O=C(c1sc2ccccc2c1Cl)N(Cc1cccs1)C1CCS(=O)(=O)C1 (stereo not drawn) returned TNAP inh noacc -3.5, HMGR II inh -0.4, PPARg SRC3 recr 0.7, TNAP inh hiacc 7.0, bIAP inhibitor 1.4, PPARg SRC1 recr 9.0, bIAP activator 1, PPARg SRC2 recr 5.2, TNAP act hi DEA 0.9 and SRC2 TRFRET art 1489.
For COCCNC(=O)c1ccc2c(c1)nc(C)n2-c1cccc(F)c1 the results were TNAP inh noacc -18.1, HMGR II inh -1.7, PPARg SRC3 recr 4.0, TNAP inh hiacc -8.0, bIAP inhibitor 2.9, PPARg SRC1 recr -0.4, bIAP activator 1, PPARg SRC2 recr -0.4, TNAP act hi DEA 1.1 and SRC2 TRFRET art 1346.
`COc1ccccc1C(=O)n1nc(C)cc1C` gave TNAP inh noacc -20.7, HMGR II inh -2.7, PPARg SRC3 recr 9.2, TNAP inh hiacc -8.1, bIAP inhibitor 3.2, PPARg SRC1 recr -1.5, bIAP activator 1, PPARg SRC2 recr 3.1, TNAP act hi DEA 1.1 and SRC2 TRFRET art 1390.
For CN(C)C1=NC(=O)/C(=C\c2ccccc2)S1 the results were TNAP inh noacc 0.8, HMGR II inh -3.4, PPARg SRC3 recr -3.9, TNAP inh hiacc 1.4, bIAP inhibitor -3.9, PPARg SRC1 recr 0.0, bIAP activator 1, PPARg SRC2 recr -6.5, TNAP act hi DEA 1 and SRC2 TRFRET art 1599.
COc1ccc(C(NC(=O)CC(C)C)NC(=O)CC(C)C)cc1OC was read as TNAP inh noacc -12.6, HMGR II inh -0.2, PPARg SRC3 recr 6.3, TNAP inh hiacc -4.7, bIAP inhibitor 2.5, PPARg SRC1 recr 0.4, bIAP activator 1, PPARg SRC2 recr 7.3, TNAP act hi DEA 1 and SRC2 TRFRET art 1602.
Screening O=S(=O)(Nc1nc2ccccc2nc1Nc1ccc2c(c1)OCCO2)c1cccs1 returned TNAP inh noacc -5.9, HMGR II inh -0.8, PPARg SRC3 recr 1.6, TNAP inh hiacc -2.1, bIAP inhibitor 7.4, PPARg SRC1 recr 5.7, bIAP activator 0.9, PPARg SRC2 recr 4.3, TNAP act hi DEA 1 and SRC2 TRFRET art 1844.
Cc1ccc(C2c3c(C)nn(-c4ccc([N+](=O)[O-])cc4)c3N=C3C(=O)Nc4ccccc4N32)cc1 (stereo not drawn) was read as TNAP inh noacc 12.1, HMGR II inh 1.1, PPARg SRC3 recr 1.2, TNAP inh hiacc 7.1, bIAP inhibitor 11.2, PPARg SRC1 recr 1.9, bIAP activator 0.9, PPARg SRC2 recr 0.2, TNAP act hi DEA 0.9 and SRC2 TRFRET art 1395.

Bioassay records from PubChem BioAssay.
